Screens (PubChem BioAssay)
STEP block: STEP phosphatase inhibitors, primary screen, biochemical, fluorescence intensity, uHTS; Tyrosine-protein phosphatase non-receptor type 5 (Homo sapiens), P54829; recombinant STEP, OMFP fluorogenic substrate; inhibition, % at 20 µM; actives 0.25% (n = 360,000);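 active = inhibition at 20 µM, scaled per plate between control wells, above about 37%, limit read from the data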;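 also: 0% = DMSO with enzyme and substrate and 100% = substrate only without enzyme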
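System: isolated STEP enzyme; schedule: 20 min enzyme reaction at room temperature, protected from light; medium: Bis-Tris buffer pH 6.0, 2.5 mM DTT, 0.005% Tween 20; signal: fluorescence, 480/540 nm; dosing: single compound dose of 20 µM, 1% DMSO final; also added: OMFP substrate, 25 µM final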
Tb MetRS inh: T. brucei MetRS inhibitors, primary screen, biochemical, luminescence | methionyl-tRNA synthetase (Trypanosoma brucei brucei) | purified T. brucei MetRS, ATP depletion, Kinase-Glo luminescence | inhibition, % at 11.9 µM | actives 0.4% (n = 360,000);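 active = inhibition above a per-plate cutoff of the control wells' mean inhibition plus 3 SD, cut at about 5.5% in these data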;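 also: 0% = DMSO wells median and 100% = median of wells with control inhibitor compound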
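Assay system: T. brucei methionyl-tRNA synthetase, purified | Medium: HEPES buffer with MgCl2, KCl, DTT, spermine, BSA, pyrophosphatase | Compound: 11.9 µM single point | Incubation: 15 min enzyme-compound preincubation, 2 h reaction, 10 min detection, 25 °C | Measured by: Kinase-Glo luciferase luminescence reporting remaining unconsumed ATP | Measure: % inhibition normalized to control-well medians | Replication: Singlicate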
Scp1 inh: Scp-1 phosphatase inhibitors, primary screen, biochemical, colorimetric, uHTS. Recombinant Scp1, phosphopeptide, malachite green phosphate absorbance. actives 0.88% (n = 340,000). inhibition, % at 20 µM. Carboxy-terminal domain RNA polymerase II polypeptide A small phosphatase 1 (Homo …;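 active = inhibition above about 50% at 20 µM, limit read from the data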;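 also: plate controls were DMSO wells with enzyme for no effect and wells lacking enzyme for full effect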
Target sequence (Q9GZU7 76-261 limits assumed): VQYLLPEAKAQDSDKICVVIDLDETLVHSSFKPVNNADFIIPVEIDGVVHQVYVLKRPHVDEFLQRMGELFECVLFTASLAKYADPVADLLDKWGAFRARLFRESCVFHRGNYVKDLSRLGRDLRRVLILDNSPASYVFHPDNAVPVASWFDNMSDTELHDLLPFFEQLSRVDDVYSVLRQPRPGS
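Test system: SCP-1 catalytic domain; Buffer or medium: Acidic Tris acetate buffer with magnesium and detergent; Also added: Phosphorylated 17-residue peptide substrate; Compound: single 20 µM dose, 1% DMSO; Schedule: enzyme reaction 45 min at room temperature, colour 5 min, stabilisation 30 min; Signal: Phosphate-binding colour reagent, absorbance read at 630 nm.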
LMPTP block: LMPTP phosphatase inhibitors, primary screen, biochemical, fluorescence intensity, uHTS; Low molecular weight phosphotyrosine protein phosphatase (Homo sapiens), P24666; recombinant LMPTP-A, OMFP fluorogenic substrate; inhibition, % at 20 µM; actives 0.22% (n = 360,000); AID 651560, 2012;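 active = compounds that cut the enzyme signal by at least half of the control window in the single-dose screen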;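 also: plate controls were DMSO wells with enzyme plus substrate for no effect and substrate without enzyme for full effect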
Target sequence (P24666 whole entry, looked up): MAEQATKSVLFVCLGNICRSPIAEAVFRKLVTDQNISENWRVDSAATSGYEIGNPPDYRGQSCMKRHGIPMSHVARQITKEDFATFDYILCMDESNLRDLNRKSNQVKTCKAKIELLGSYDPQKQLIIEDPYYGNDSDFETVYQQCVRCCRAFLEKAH
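Buffer or medium: Bis-Tris pH 6.0, DTT, detergent; Assay system: LMPTP-A enzyme; Quantity: 0.625 nM enzyme; Detection: endpoint fluorescence intensity; Times: 50 min dark incubation at room temperature; Controls: substrate-only low control, DMSO enzyme-plus-substrate high control; Doses: single 20 µM dose; Read-out: percent inhibition versus substrate-only and uninhibited controls; Reagent: 400 µM OMFP.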
Rpn11 block: Rpn11 (PSMD14) deubiquitinase inhibitors, primary screen, biochemical, fluorescence polarization, uHTS. 26S proteasome non-ATPase regulatory subunit 14 (Homo sapiens), O00487. calls only at 20 µM. actives 0.59% (n = 360,000). human 26S proteasome, Ub4-pepOG fluorescence polarization; 20S core pre-blocked with epoxomicin;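 active = inhibition at 20 µM, scaled to each plate's controls, above about 33%, limit read from the data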
NadD inh: inhibitors of S. aureus NadD, primary screen, biochemical, colorimetric, uHTS; purified NadD enzyme, colorimetric absorbance read-out; inhibition, % at 20 µM; actives 0.78% (n = 360,000); AID 602399, 2012; in the data active = inhibition above about 26%; also: some compounds past the cut are filed as inactive
CSN inh: inhibitors of CSN-mediated cullin deneddylation, primary screen, biochemical, fluorescence polarization, uHTS; COP9 signalosome complex subunit 5 (Homo sapiens), Q92905; Purified CSN, SCF-Nedd8-OG deneddylation; inhibition, % at 12.5 µM; actives 0.38% (n = 360,000); AID 651999, 2013;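 active = pattern-corrected inhibition above about 35%, with an unprinted fluorescence ratio check between 0.5 and 1.5, limit read from the data, passing the limit was not always enough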;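 also: 0% = enzyme with substrate and 100% = substrate without enzyme; some results filed as inactive read as strong as hits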
Target sequence (Q92905 whole entry, looked up, one chain of several): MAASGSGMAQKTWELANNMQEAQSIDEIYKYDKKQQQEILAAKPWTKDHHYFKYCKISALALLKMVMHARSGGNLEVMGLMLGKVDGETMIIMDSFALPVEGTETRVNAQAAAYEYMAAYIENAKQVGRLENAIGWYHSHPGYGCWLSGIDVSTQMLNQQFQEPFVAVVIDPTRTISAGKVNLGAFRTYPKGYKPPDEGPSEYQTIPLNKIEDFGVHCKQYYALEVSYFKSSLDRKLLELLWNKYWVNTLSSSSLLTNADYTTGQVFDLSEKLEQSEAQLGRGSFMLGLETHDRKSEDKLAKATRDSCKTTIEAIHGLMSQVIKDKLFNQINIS
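Assay system: purified human Csn5 enzyme expressed in HEK293T cells; Input: 0.24 nM Csn5 enzyme, final concentration; Reagent: 10 nM SCFSkp2-Nedd8OG; Compound dosing: 12.5 µM single point; Times: reaction 90 min, room temperature; Technique: fluorescence polarization readout.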
DNMT1 block: human DNMT1 methyltransferase inhibitors, primary screen, biochemical, molecular beacon, fluorescence, HinP1I cleavage, uHTS | actives 0.83% (n = 360,000) | DNA (cytosine-5)-methyltransferase 1 (Homo sapiens), P26358 | inhibition (reported as % activation of signal), % at 10 µM; in the data active = inhibition above about 50%
MsrA inh: bovine MsrA enzyme inhibitors, primary screen, biochemical, absorbance, HTS | Methionine sulfoxide reductase A (Bos taurus) | purified bovine MsrA, absorbance read-out | inhibition, % at 15.5 µM | actives 0.75% (n = 360,000) | AID 651718, 2012; in the data active = inhibition above about 4.5%;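 also: 0% = vehicle wells with enzyme and 100% = reference inhibitor wells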
SUMO1-SIM PPI: modulators of SUMO1 protein-protein interactions, primary screen, biochemical, uHTS; Small ubiquitin-related modifier 1 (Homo sapiens), P63165; SUMO1 binding to a labelled peptide, TR-FRET, 1 h; inhibition, % at 20 µM; actives 0.33% (n = 360,000); AID 602429, 2012; in the data active = inhibition above about 37%
Target sequence (P63165 whole entry, looked up): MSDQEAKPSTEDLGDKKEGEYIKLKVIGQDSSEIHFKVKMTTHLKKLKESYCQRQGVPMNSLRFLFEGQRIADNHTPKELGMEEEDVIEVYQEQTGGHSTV
* marks the source's active call; other numbers are inactive results; i = inactive; . = not tested or not shown.

Fields: STEP block, Tb MetRS inh, Scp1 inh, LMPTP block, Rpn11 block, NadD inh, CSN inh, DNMT1 block, MsrA inh, SUMO1-SIM PPI
(1) O=C(NC1(C(F)(F)F)NC(=O)N(c2ccc(F)cc2)C1=O)c1cccs1 (centres undefined)
    -2, 0.7, -4, -1.7, i, -21, -1, -1, -1.3, 0
(2) CCN(C(=O)CSc1nc2ccccc2c(=O)n1C(C)COC)C1CCS(=O)(=O)C1 (centres undefined)
    18, -0.3, -9, -1.5, i, -3, 5, 1, -0.5, 3
(3) Cc1ccn2c(=O)c(NC(=O)c3ccc4c(c3)OCO4)c(C)nc2c1
    -2, 0.5, ., -0.4, i, 2, 3, 3, 4.3, -7
(4) Cc1cc(Cl)ccc1NC(=O)NC1CCN(S(=O)(=O)c2ccc(F)cc2)CC1
    -2, -0.3, -3, 0.5, i, -10, 2, -2, 1.5, -2
(5) COc1ccc(-c2coc3cc4oc(=O)cc(C)c4cc23)cc1F
    8, -0.3, 10, 35, i, 5, 23, 10, -0.8, 32
(6) O=S(=O)(c1ccccc1S(=O)(=O)N1CCCCC1)N1CCCCC1
    -5, -1.0, 2, -3.8, i, 6, 2, -1, ., -2
(7) COCCNC(=O)c1onc(CSc2cccc(OC)c2)c1C(=O)O
    1, -0.2, -8, -1.0, i, -5, -2, 3, -0.2, 3
(8) O=C(N/N=C/c1ccncc1)/C(=C/c1ccccc1)NC(=O)c1ccccc1
    1, -0.2, -8, -0.3, i, 3, 5, 1, 0.9, -11
(9) CCCn1c2c(c(O)c(C(=O)Nc3ccccc3)c1=O)CCCC2
    4, -1.0, -4, 0.3, i, -8, -3, -6, 0.0, 3
(10) Cc1ccc(Cl)c(OCC(=O)Nc2ccccc2C(=O)NC2CC2)c1
    -3, -0.6, 7, -5.9, i, -1, -2, 6, -0.4, -5
(11) O=C(Nc1ccnc(-c2ccncc2)n1)C1CC1
    -2, -0.8, -7, -1.4, i, -4, 0, -2, -0.5, -2
(12) Cc1ccc2[nH]c(C)c(CC(=O)NCc3ccccc3)c2c1
    -2, 0.7, -3, 0.2, i, -1, 1, 12, 0.8, -2
(13) O=C(NCc1cccnc1)c1ccc(NS(=O)(=O)c2ccccc2)cc1
    0, -0.1, 23, 0.0, i, 2, -7, 1, 1.5, 3
(14) CC(C)CN1CCN(Cc2ccc3ncccc3c2)CC1CCO (centres undefined)
    0, -0.4, -4, 1.9, i, -4, 4, 0, 0.5, -2
(15) C=CCc1cc(Cl)ccc1OCCCNCCO
    0, -0.3, -3, -1.6, i, -6, 2, 6, 0.2, -3
(16) CC(=O)c1ccc(NC(=O)C(NC(=O)c2ccccc2)=C(C)C)cc1
    2, -0.4, 5, -0.3, i, -2, 4, -1, -0.2, -2
(17) CCSc1ncnc2sc(C)c(C)c12
    1, 0.4, -8, 1.2, i, 2, 2, 3, 0.8, 5
(18) CC(C)C12CN3CCN(CC(C3)/C1=N\NC(=O)Nc1ccccc1)C2
    2, 0.1, -4, -0.1, i, -7, 31, -1, 0.1, -2
(19) CCNS(=O)(=O)c1ccc(CCC(=O)Nc2ccccc2C(=O)OC)cc1
    1, 0.8, -5, -2.0, i, -5, 8, 3, -0.1, 3
(20) CCOC(=O)Nc1ccc2c(c1)nc(CN1CCN(C(C)=O)CC1)n2C
    0, -0.2, -5, -0.5, i, 9, 2, -1, 0.3, -1

Further results.
Fields: STEP block, Tb MetRS inh, Scp1 inh, LMPTP block, Rpn11 block, NadD inh, CSN inh, DNMT1 block, MsrA inh, SUMO1-SIM PPI
(21) Cc1ccc(/C=C2\SC(=O)N(CCNC(=O)C3CSC4(C)CCC(=O)N34)C2=O)cc1 (centres undefined)
    3, -0.3, -8, -1.1, i, 0, 2, 0, 3.1, -23
(22) CCOc1ccccc1-n1c(SCC(=O)N2CCCc3ccccc32)nnc1-c1cccnc1
    17, 0.2, -6, -0.3, i, -3, 2, 3, 1.8, 4
(23) O=C(c1nc2ccccn2c1CNCCOc1cccnc1)N1CCOCC1
    -3, 0.3, -4, -1.0, i, 1, -13, -2, 0.8, -3
(24) CCN(CC)c1nc(-c2nn[nH]n2)nc(N(CC)CC)n1
    3, -0.9, -6, -1.6, i, -3, -5, -1, 0.0, 2
(25) Cc1ccc(-c2nn(CCC(=O)Nc3cccnc3)c(=O)c3ccccc23)cc1
    1, -0.8, -4, 1.4, i, -3, -1, -4, 0.3, 20
(26) N#Cc1cncc(C#Cc2ccccc2)c1
    0, -0.2, -9, -0.8, i, -4, 3, -1, 0.1, 3
(27) CCCOc1ccc(C(=O)N2CCCc3ccccc32)cc1
    1, -1.5, -9, 0.1, i, -4, 1, -3, -1.2, 0
(28) CCOC(=O)C/C(C)=N/NC(=O)Nc1ccccc1
    0, 0.3, -10, -0.4, i, 0, -12, -7, 1.8, -3
(29) COc1ccc(OC)c(/C=N/NC(=O)C(=O)N2CCCC2)c1
    0, -1.1, 1, 2.4, i, 0, 4, -4, 2.7, -9
(30) Cc1ccc(Cl)cc1NC(=O)CCN1C(=O)C2C3CCC(C3)C2C1=O (centres undefined)
    2, -0.4, -10, -0.8, i, -4, 0, 1, -0.4, 0
(31) COC(=O)C1CN(C(=O)COc2ccc(Cl)cc2Cl)c2ccccc2O1 (centres undefined)
    3, 1.6, -19, 2.6, i, -14, 2, -1, 0.6, 0
(32) CC(=O)Nc1ccccc1N(C)S(=O)(=O)c1ccc(C)cc1
    -2, -0.3, -11, -0.8, i, 0, -2, 2, -0.3, -2
(33) CC(C)NC(=O)N(C)C[C@H]1Oc2c(NC(=O)Nc3ccc(C(F)(F)F)cc3)cccc2C(=O)N([C@H](C)CO)C[C@@H]1C
    -3, -0.3, -6, 0.4, i, -4, -4, 1, -1.2, 1
(34) COc1cccc(NC(=O)C(C)SCc2ccccc2)c1 (centres undefined)
    -2, 0.2, -12, -1.3, i, -7, -12, 0, 0.7, -3
(35) CC(CCc1ccccc1)NC(=O)[C@@H]1Cc2ccccc2CN1 (some centres undefined)
    -2, 2.1, 2, -2.0, i, -10, -8, 0, -0.7, 2
(36) CC1(c2ccc([N+](=O)[O-])cc2)NC(=O)N(CC(=O)Nc2cccnc2Cl)C1=O (centres undefined)
    0, -0.3, -1, -1.1, i, -4, 0, 0, -1.3, -22
(37) Cc1cc(OC(C)C(=O)NNC(=O)Nc2ccc(F)cc2F)cc(C)c1Cl (centres undefined)
    -2, 0.0, -8, 0.1, i, -5, -1, -1, 0.1, 7
(38) Cc1c(OCC(=O)N2CCC(C(=O)O)CC2)ccc2c3c(c(=O)oc12)CCCC3
    -2, -1.3, 4, 0.2, i, -1, -4, 11, 1.7, 6
(39) Cc1cccc(NC(=O)CNC(=O)Cc2ccc3c(c2)OCCO3)c1C
    0, -0.3, -2, -0.9, i, 6, 4, -13, -0.5, 0
(40) CN(C(=O)C1CCN(S(=O)(=O)c2cccc3nonc23)CC1)C1CCCCC1
    1, -0.7, 13, -0.2, i, 2, -6, 0, 0.8, -31

Single records, as listed above.
COC(=O)C1CN(C(=O)COc2ccc(Cl)cc2Cl)c2ccccc2O1 (centres undefined) is listed as STEP block = 3; Tb MetRS inh = 1.6; Scp1 inh = -19; LMPTP block = 2.6; Rpn11 block = i; NadD inh = -14; CSN inh = 2; DNMT1 block = -1; MsrA inh = 0.6; SUMO1-SIM PPI = 0
CCN(CC)c1nc(-c2nn[nH]n2)nc(N(CC)CC)n1 is listed as STEP block = 3; Tb MetRS inh = -0.9; Scp1 inh = -6; LMPTP block = -1.6; Rpn11 block = i; NadD inh = -3; CSN inh = -5; DNMT1 block = -1; MsrA inh = 0.0; SUMO1-SIM PPI = 2

Other records follow:
Fields: STEP block, Tb MetRS inh, Scp1 inh, LMPTP block, Rpn11 block, NadD inh, CSN inh, DNMT1 block, MsrA inh, SUMO1-SIM PPI
(41) O=C(COC(=O)/C=C/c1ccccc1[N+](=O)[O-])NC1CCS(=O)(=O)C1 (centres undefined)
    -1, -0.1, -5, -1.1, i, -4, 3, 2, 0.6, -18
(42) CCn1c(SC)nc2cc(S(=O)(=O)N3CCCCC3)ccc21
    1, 0.0, 10, 0.3, i, 4, 4, 1, 0.1, -1
(43) Cc1nc2c(Cl)cccc2c2c1CC(CBr)O2 (centres undefined)
    -1, 0.4, -7, 0.7, i, 3, 2, 0, -0.5, -4
(44) COc1cc(C(=O)OCCNC(=O)c2ccccc2)cc(OC)c1OC
    3, 0.8, -10, 1.9, i, -4, 3, 0, -0.4, 3
(45) COc1ccc(S(=O)(=O)NCc2ccncc2)cc1NC(=O)c1ccccc1
    -2, -0.4, 19, -0.9, i, -6, 2, 1, -1.2, 0
(46) Cn1cnc([N+](=O)[O-])c1Oc1ccc2ccccc2c1
    -1, -0.5, 1, -1.6, i, 0, -4, 1, 1.6, -11
(47) CC(C)c1nnc(SCC(=O)NC2CCCCC2)n1C
    -1, 0.1, -6, -0.6, i, -3, 2, 1, -1.5, -4

Rows are unselected. About 3.9% of those tested had a hit in this group.
